Mtb UGM inh: blocks M. tuberculosis UGM enzyme; inhibition, % at 10 µM; 320,000 tested, 0.06% active; purified UGM, fluorescence polarization probe displacement; P9WIQ1; in the data active = inhibition above about 10%, passing the limit was not always enough; inconclusive = no clear call, values can overlap the other calls
Target sequence (P9WIQ1 whole entry, looked up): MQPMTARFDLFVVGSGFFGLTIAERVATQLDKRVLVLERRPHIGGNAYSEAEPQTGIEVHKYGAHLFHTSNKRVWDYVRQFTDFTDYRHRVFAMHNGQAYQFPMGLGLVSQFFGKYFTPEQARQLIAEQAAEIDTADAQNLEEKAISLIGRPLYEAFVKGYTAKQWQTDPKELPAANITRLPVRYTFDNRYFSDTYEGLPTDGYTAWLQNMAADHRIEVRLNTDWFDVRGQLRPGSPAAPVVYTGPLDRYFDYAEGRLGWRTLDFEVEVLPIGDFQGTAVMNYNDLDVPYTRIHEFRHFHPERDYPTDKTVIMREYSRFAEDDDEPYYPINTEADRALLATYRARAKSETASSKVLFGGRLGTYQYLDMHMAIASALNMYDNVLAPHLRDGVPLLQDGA
BoNT-A LC inh2: blocks Botulinum neurotoxin A light chain protease | inhibition, % at 10 µM | multiplex microsphere protease substrate cleavage, flow cytometry | 360,000 tested, 0.17% active; in the data active = inhibition above about 30%; inconclusive = no clear call, values can overlap the other calls; also: plate controls were buffer without enzyme for full effect and enzyme alone for no effect
BioA inh: BioA (M. tuberculosis) enzyme inhibition | purified M. tuberculosis BioA enzyme, plate reader | inhibition, % at 9.99 µM | 360,000 tested, 0.096% active; in the data active = inhibition above about 40%; inconclusive = no clear call, values can overlap the other calls
FadD28 FP inh: blocks FadD28 binding to the bisubstrate probe. fluorescence polarization. inhibition, % at 12.5 µM. 360,000 tested, 0.22% active; in the data active = inhibition above about 8.5%, passing the limit was not always enough; inconclusive = no clear call, values can overlap the other calls
BoNT F protease: BoNT F light chain protease inhibition; Multiplex microsphere protease cleavage assay, flow cytometry; inhibition, % at 10 µM; 360,000 tested, 0.22% active; in the data active = inhibition above about 35%, passing the limit was not always enough; inconclusive = no clear call, values can overlap the other calls; also: plate controls were buffer without enzyme for full effect and enzyme alone for no effect
PrPC TRFRET: cell surface PrPC inhibition, primary TR-FRET screen | P04156 | TR-FRET read-out | inhibition, % at 13.8 µM | 370,000 tested, 0.43% active | AID 720596; in the data active = inhibition above about 24%; also: 0% = median of the test wells and 100% = reference compound wells
CCHFV vOTU inh: CCHFV vOTU protease inhibition | inhibition, % at 11.5 µM | Pep-AMC fluorescence | 370,000 tested, 0.55% active | AID 651958; also: 0% = vehicle wells with enzyme and 100% = no enzyme wells
GDH-TPI counter: inhibits GDH-TPI coupling enzymes, artifact for Mtb FBA screen. GDH-TPI coupled enzyme counterscreen, NADH absorbance. inhibition, % at 4.8 µM. 360,000 tested, 1.2% active. AID 588335;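 also: 0% = DMSO wells and 100% = wells lacking the enzyme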
FBA Mtb inh: inhibits M. tuberculosis FBA enzyme; AID 588726; inhibition, % at 1 µM; purified M. tuberculosis FBA, fluorescence read-out; 360,000 tested, 2.3% active; in the data active = inhibition above about 27%;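 also: 0% = vehicle and 100% = reference inhibitor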
Target sequence (P9WQA3 whole entry, looked up): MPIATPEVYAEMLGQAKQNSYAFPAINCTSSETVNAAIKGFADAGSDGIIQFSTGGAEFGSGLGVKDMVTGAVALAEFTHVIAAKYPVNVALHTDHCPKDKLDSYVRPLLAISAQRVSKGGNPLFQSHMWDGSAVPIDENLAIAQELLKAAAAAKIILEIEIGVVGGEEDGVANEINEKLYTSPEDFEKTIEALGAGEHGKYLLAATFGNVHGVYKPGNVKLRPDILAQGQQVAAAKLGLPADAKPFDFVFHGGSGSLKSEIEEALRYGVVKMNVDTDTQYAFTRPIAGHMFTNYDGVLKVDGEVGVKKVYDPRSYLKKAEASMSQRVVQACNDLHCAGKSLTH
* hit, by the source's call; ? = inconclusive; · = no result given. Rule as the data show it, unless noted: active = inhibition above about 30%; inactive = the rest.

structure	Mtb UGM inh	BoNT-A LC inh2	BioA inh	FadD28 FP inh	BoNT F protease	PrPC TRFRET	CCHFV vOTU inh	GDH-TPI counter	FBA Mtb inh
CC1=CC(=O)C2=C(C)CCC3C(C)C(=O)OC3C12 (configuration not stated)	·	-0.6	0.4	-3.1	-2	10	3	0	-1
COc1ccc(N2C(=O)C(Cl)=C(Nc3c(C)n(C)n(-c4ccccc4)c3=O)C2=O)cc1	-0.7	1.1	-1.6	-3.2	-2	-7	9	3	-2
O=C(CSc1c[nH]c2ccccc12)N1CCCc2ccccc21	1.9	-0.7	1.6	-1.1	-3	3	4	8	2
COc1ccccc1C(=O)NCCC(=O)Nc1cccc(C)n1	2.8	-0.3	-0.3	-2.2	-5	3	3	5	0
Nc1nc(-c2ccco2)nn1C(=O)c1cccnc1	0.0	0.4	6.9	-2.1	-22	-5	-4	13	11
Cc1ccc(C(=O)N/C(=C\c2ccc(-c3ccc([N+](=O)[O-])cc3)o2)C(=O)NC2CCS(=O)(=O)C2)cc1 (configuration not stated)	0.6	16	·	-5.2	11	-10	-7	13	-13
CCC(C)[C@H](NC(=O)NC1CCCc2ccccc21)C(=O)O (some centres not stated)	1.8	0.2	-1.1	-1.1	5	-3	0	2	1
Cc1cccc(NC(=O)CC2C(=O)NCCN2C(=O)Nc2ccc(Cl)cc2)c1 (configuration not stated)	1.3	2.8	4.4	-3.7	11	-3	-6	14	-1
CCCCNC(=O)C1CC(c2ccc(C(F)(F)F)cc2)=NO1 (configuration not stated)	2.2	-0.4	-0.2	-2.3	-7	7	7	-7	-1
COc1ccc(CNCCSc2nnnn2C)cc1OC	-0.3	2.4	1.3	-3.4	0	-7	-1	-5	-1
Cc1ccc(S(=O)(=O)CCC(=O)OCC(=O)N2CC(=O)Nc3ccccc32)cc1	3.8	-0.9	-0.2	-0.9	-3	6	-1	3	0
COc1ccc(C(=O)c2ccccc2)c(OCC(=O)N(C)C)c1	-0.9	-0.1	·	-1.1	-2	-3	1	0	1
COc1ccc(-n2nc3c(c2NC(=O)COc2ccccc2OC)CS(=O)(=O)C3)cc1	·	0.4	-4.0	-2.0	1	-6	-8	-8	3
CC(=O)c1csc(COc2cc(Cl)cc(Cl)c2)n1	-2.8	?	·	1.2	?	4	4	6	-1
Cc1ccc(Cl)cc1NC(=O)Cn1cccc1	1.2	1.0	-1.1	-0.4	-1	-5	2	2	-1
COC(=O)c1ccc(CSc2cc(C)c3cccc(C)c3n2)o1	3.7	0.0	-2.7	-3.1	1	9	3	-3	3
CCC(=O)c1c[nH]c(C(=O)NCc2ccco2)c1	-0.6	0.0	·	-0.3	0	3	4	2	-1
Cc1cc(=O)oc2cc(OCC(=O)NCCc3nc4ccccc4[nH]3)ccc12	3.0	?	-2.5	-2.9	?	-8	-4	6	3
O=C(c1ccccc1)N1CCN(S(=O)(=O)N2CCOCC2)CC1	0.6	0.1	-0.6	-3.3	-2	-1	-13	1	-2
CCC(C)NC(=O)CSc1ncccc1C(=O)O (configuration not stated)	4.5	0.4	-0.2	-2.4	1	-1	-4	-11	-2
COc1ccc(Nc2ccc(N3C(=O)CC(C)C3=O)cc2[N+](=O)[O-])cc1OC (configuration not stated)	-0.4	-1.2	·	-0.2	1	-53	-7	3	-9
Cc1ccc(-c2nn(CCC#N)cc2C=C(C#N)C#N)cc1	-0.5	-0.5	-0.5	-1.0	-8	0	0	33*	-1
CCOC(=O)CSc1nc(C2CC2)cc(-c2ccc(Cl)cc2)c1C#N	-1.4	-0.4	-1.3	-5.5	-6	-4	-11	6	1
CCOc1ccc(S(=O)(=O)N(CC(=O)Nc2cc(C)on2)Cc2ccccc2Cl)cc1	3.7	-1.9	·	-2.4	-8	5	23	16	-2
CC(C)CC(COCc1cccc(Cl)c1)N1CCN(C(=O)c2ccc(C(F)(F)F)cc2)CCC1=O (configuration not stated)	-0.4	0.9	0.1	-5.5	2	3	17	9	-3
CCn1cc(C(=O)NC(C)C2CC3CCC2C3)cn1 (configuration not stated)	0.9	-0.2	·	-2.5	-1	13	-16	-4	2
C/C(=C\COc1cc(=O)[nH]c2ccccc12)CCC(O)C(C)(C)O (configuration not stated)	5.5	0.3	-3.4	-0.3	2	-5	0	-5	3
N/C(=N\OS(=O)(=O)c1cccc([N+](=O)[O-])c1)c1ccncc1	-0.1	1.4	-2.2	0.4	15	-11	-19	1	0
Cc1ccc(S(=O)(=O)N2CCN(S(=O)(=O)c3cccs3)CC2)cc1	0.6	0.0	0.2	-3.4	-2	-4	9	-12	2
CC(=O)Nc1c(C#N)c(C(C)(C)C)cn1C	-0.1	-0.8	0.7	-2.7	-6	4	10	-2	-5

Going on with the list:
Key to letters: A = Mtb UGM inh; B = BoNT-A LC inh2; C = BioA inh; D = FadD28 FP inh; E = BoNT F protease; F = PrPC TRFRET; G = CCHFV vOTU inh; H = GDH-TPI counter; I = FBA Mtb inh
> CCN(CC)S(=O)(=O)c1cccc(NC(=O)/C=C/c2ccc([N+](=O)[O-])cc2)c1
  A: -0.9; B: 4.7; C: 0.4; D: -0.5; E: 13; F: -9; G: 6; H: 27; I: -2
> Cc1ccc(NCc2nnc(SCC#N)o2)c(C)c1
  A: -3.5; B: 1.7; C: 1.1; D: -1.5; E: -12; F: 4; G: 0; H: -2; I: 0
> COC(=O)[C@]1(Cc2ccccc2)N[C@H](CN(C)S(=O)(=O)c2ccc(F)cc2)[C@@H]2C(=O)N(Cc3ccccc3)C(=O)[C@@H]21
  A: -0.8; B: 0.1; C: -0.5; D: -1.6; E: -4; F: 2; G: 2; H: 2; I: 0
> CCOc1cc2c(cc1O)C(=NO)CC1C2CCC2(C)C(O)CCC12 (configuration not stated)
  A: ·; B: 0.2; C: ·; D: -0.8; E: 3; F: 6; G: 2; H: -2; I: -1
> COc1ccc(CC(=O)N[C@@H]2c3ccccc3CC[C@H]2OCc2ccccc2)cc1
  A: ·; B: -0.3; C: -0.1; D: -0.4; E: -3; F: 6; G: 2; H: -1; I: 5
> Nc1nc2c(ncn2C2CCCC2)c(=O)[nH]1
  A: ·; B: 0.2; C: 0.7; D: 2.1; E: -6; F: 2; G: -1; H: -6; I: 0
> CCCCNc1c(CC(C)C)nc2nc(C)cc(C)n12
  A: ·; B: -0.5; C: ·; D: ·; E: -7; F: -2; G: 1; H: ·; I: ·
> C=CCSc1ncc(-c2ccccc2)cn1
  A: -0.5; B: 0.1; C: -1.7; D: 0.0; E: 3; F: 8; G: 2; H: -2; I: -1
> S=C(Nc1ccccc1Cl)NC1CCN(Cc2ccccc2)CC1
  A: 1.4; B: -1.9; C: ·; D: 0.5; E: -10; F: 2; G: 7; H: 11; I: 1
> Clc1ccccc1CSc1nc2ccncc2[nH]1
  A: -0.1; B: -0.4; C: 2.0; D: -14; E: -6; F: 6; G: -3; H: -6; I: 1
> Cn1cnc2c1c(=O)n(Cc1ccccc1C#N)c(=O)n2C
  A: -0.2; B: -1.5; C: -0.2; D: 1.0; E: 6; F: -2; G: -10; H: 5; I: 0
> Cc1nc2sccn2c(=O)c1S(=O)(=O)NCCc1ccc(Cl)cc1
  A: 3.4; B: -0.2; C: 0.2; D: 0.4; E: 2; F: -2; G: 12; H: 2; I: 6
> COc1ccc(-c2cc(-c3c(O)c(OC)c4occc4c3OC)[nH]n2)cc1
  A: -1.0; B: ?; C: 1.9; D: -0.4; E: -5; F: 1; G: 4; H: 1; I: -1
> CCCn1c(CN2CCN(C(=O)OCC)CC2)nc2cc(NC(=O)C(C)C)ccc21
  A: -1.4; B: -0.3; C: ·; D: -1.8; E: -8; F: 5; G: -4; H: 1; I: -1
> COc1ccccc1N1CCN(C(=O)C(=O)N/N=C/c2ccccc2F)CC1
  A: -1.4; B: -0.2; C: -1.0; D: -0.6; E: -1; F: 2; G: -12; H: 11; I: 2

10 consecutive compounds out of the list so far:
Key to letters: A = Mtb UGM inh; B = BoNT-A LC inh2; C = BioA inh; D = FadD28 FP inh; E = BoNT F protease; F = PrPC TRFRET; G = CCHFV vOTU inh; H = GDH-TPI counter; I = FBA Mtb inh
> CCN(CC)S(=O)(=O)c1cccc(NC(=O)/C=C/c2ccc([N+](=O)[O-])cc2)c1
  A: -0.9; B: 4.7; C: 0.4; D: -0.5; E: 13; F: -9; G: 6; H: 27; I: -2
> Cc1ccc(NCc2nnc(SCC#N)o2)c(C)c1
  A: -3.5; B: 1.7; C: 1.1; D: -1.5; E: -12; F: 4; G: 0; H: -2; I: 0
> COC(=O)[C@]1(Cc2ccccc2)N[C@H](CN(C)S(=O)(=O)c2ccc(F)cc2)[C@@H]2C(=O)N(Cc3ccccc3)C(=O)[C@@H]21
  A: -0.8; B: 0.1; C: -0.5; D: -1.6; E: -4; F: 2; G: 2; H: 2; I: 0
> CCOc1cc2c(cc1O)C(=NO)CC1C2CCC2(C)C(O)CCC12 (configuration not stated)
  A: ·; B: 0.2; C: ·; D: -0.8; E: 3; F: 6; G: 2; H: -2; I: -1
> COc1ccc(CC(=O)N[C@@H]2c3ccccc3CC[C@H]2OCc2ccccc2)cc1
  A: ·; B: -0.3; C: -0.1; D: -0.4; E: -3; F: 6; G: 2; H: -1; I: 5
> Nc1nc2c(ncn2C2CCCC2)c(=O)[nH]1
  A: ·; B: 0.2; C: 0.7; D: 2.1; E: -6; F: 2; G: -1; H: -6; I: 0
> CCCCNc1c(CC(C)C)nc2nc(C)cc(C)n12
  A: ·; B: -0.5; C: ·; D: ·; E: -7; F: -2; G: 1; H: ·; I: ·
> C=CCSc1ncc(-c2ccccc2)cn1
  A: -0.5; B: 0.1; C: -1.7; D: 0.0; E: 3; F: 8; G: 2; H: -2; I: -1
> S=C(Nc1ccccc1Cl)NC1CCN(Cc2ccccc2)CC1
  A: 1.4; B: -1.9; C: ·; D: 0.5; E: -10; F: 2; G: 7; H: 11; I: 1
> Clc1ccccc1CSc1nc2ccncc2[nH]1
  A: -0.1; B: -0.4; C: 2.0; D: -14; E: -6; F: 6; G: -3; H: -6; I: 1

Following part.
Key to letters: A = Mtb UGM inh; B = BoNT-A LC inh2; C = BioA inh; D = FadD28 FP inh; E = BoNT F protease; F = PrPC TRFRET; G = CCHFV vOTU inh; H = GDH-TPI counter; I = FBA Mtb inh
> O=C(N/N=C/c1ccc(O)cc1O)c1ccc(NC(=O)C2CCCCC2)cc1
  A: 3.2; B: 1.9; C: -1.6; D: -3.1; E: 4; F: 34*; G: 6; H: 27; I: 13
> CC(=O)Oc1ccc(C(=O)Nc2ccccc2C(=O)Nc2ccc(C(=O)O)cc2)cc1
  A: -0.7; B: 0.9; C: -1.2; D: -6.1; E: ?; F: 2; G: -4; H: -5; I: -2
> CCOC(=O)CNC(=O)COc1ccc(Cl)cc1Br
  A: -0.4; B: -0.1; C: -0.1; D: -1.3; E: -4; F: 1; G: -6; H: -6; I: 0
> CCOC(=O)Cc1csc(SCC(=O)Nc2sc3c(c2C(N)=O)CCC3)n1
  A: -3.6; B: 1.0; C: -1.7; D: 1.1; E: 3; F: 6; G: 7; H: 12; I: 6
> COC(=O)C1=C(c2ccc(F)cc2OCc2ccccc2)C[C@@H]2CC[C@H]1N2C(=O)NCCO
  A: -0.7; B: -0.6; C: 1.3; D: -2.4; E: -5; F: ·; G: ·; H: -1; I: 0

Source: PubChem BioAssay (several laboratories)

Rows are unselected. Share with any hit: about 4.8%.
